# Bioassay records deposited in PubChem BioAssay by National Center for Advancing Translational Sciences (NCATS).
# EPAC2 antag: qHTS for Antagonist of cAMP-regulated guanine nucleotide exchange factor 2 (EPAC2): primary screen | AID 720708, 2013 | actives 0.18% (n = 360,000) | EPAC2 GEF exchange of Rap1B-BODIPY-GDP, fluorescence | Potency, µM (series often up to 114 µM), for inactives: top-dose activity, negative = inhibition, hits mostly inhibitors; further: potency means the concentration at half of the fitted maximal effect; on the % scale 0 is the no-effect control and ±100 the full control effect; nearly all actives have a fitted effect of over 45% in size; many of its hits are not listed in these tables
# Akt phos inh: HTS Assay for Inhibitors of Akt Phophorylation: Primary Screen; actives 0.32% (n = 360,000); AID 651550, 2012; Neuro2A IGF-stimulated pAkt S473 HTRF, 20 min; hits give low values; activity change, % for hits at 50 µM; in the data active means activity change below about -80%; inconclusive means mostly about -51% to -80%; further: on the % scale 0 is the no-effect control and ±100 the full control effect
#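 Single-point screen (50 µM final compound) in Neuro2A cells stimulated 20 min with 6 nM IGF at 37 deg C. After lysis, Ser473-phosphorylated Akt read by HTRF (ex 330 nm, em 615/665 nm) as the 665/615 ratio.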
# DRD3 agonist: qHTS of D3 Dopamine Receptor Agonist: qHTS; D3R DiscoveRx beta-arrestin cells, luminescence, 90 min; max activation, %; D(3) dopamine receptor (Homo sapiens), P35462; actives 0.58% (n = 410,000); in the data active means max activation above about 30%; further: 0% is about no effect; mostly tested at two doses, the higher about 12 µM
# Target sequence (P35462 whole entry, looked up): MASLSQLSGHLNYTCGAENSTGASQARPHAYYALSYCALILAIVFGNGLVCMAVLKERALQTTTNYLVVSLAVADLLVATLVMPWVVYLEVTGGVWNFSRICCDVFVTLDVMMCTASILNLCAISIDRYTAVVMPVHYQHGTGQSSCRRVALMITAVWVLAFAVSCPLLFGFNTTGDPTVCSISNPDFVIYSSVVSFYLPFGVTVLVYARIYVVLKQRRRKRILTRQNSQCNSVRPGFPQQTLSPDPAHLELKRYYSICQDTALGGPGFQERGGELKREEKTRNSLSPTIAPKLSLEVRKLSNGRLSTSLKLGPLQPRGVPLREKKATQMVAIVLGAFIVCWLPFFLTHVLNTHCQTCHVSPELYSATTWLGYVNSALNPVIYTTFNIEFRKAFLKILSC
#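 Agonist mode: compounds and dopamine controls were applied to plated cells for 90 min at 37 degrees C after an overnight attachment at 1500 cells/well. Luminescent read-out followed 30 - 60 minutes at room temperature with DiscoveRx detection reagent.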
# PTHR1 ag: qHTS for PTHR1 Agonists: Primary Screen | Parathyroid hormone/parathyroid hormone-related peptide receptor (Homo sapiens), Q03431 | HEK293 GP2 PTHR1 cells, GloSensor cAMP luminescence, 1 h | Potency, µM (highest dose often 115 µM), inactives show at the highest dose activation, hits mostly activators | actives 0.075% (n = 410,000) | AID 743266, 2014; further: potency means the concentration at half of the fitted maximal effect; nearly all actives have a fitted effect of over 55% in size; some results filed as inactive show a strong effect at the top dose; inactives centre near -15; many of its hits are not listed in these tables
# Target sequence (Q03431 whole entry, looked up): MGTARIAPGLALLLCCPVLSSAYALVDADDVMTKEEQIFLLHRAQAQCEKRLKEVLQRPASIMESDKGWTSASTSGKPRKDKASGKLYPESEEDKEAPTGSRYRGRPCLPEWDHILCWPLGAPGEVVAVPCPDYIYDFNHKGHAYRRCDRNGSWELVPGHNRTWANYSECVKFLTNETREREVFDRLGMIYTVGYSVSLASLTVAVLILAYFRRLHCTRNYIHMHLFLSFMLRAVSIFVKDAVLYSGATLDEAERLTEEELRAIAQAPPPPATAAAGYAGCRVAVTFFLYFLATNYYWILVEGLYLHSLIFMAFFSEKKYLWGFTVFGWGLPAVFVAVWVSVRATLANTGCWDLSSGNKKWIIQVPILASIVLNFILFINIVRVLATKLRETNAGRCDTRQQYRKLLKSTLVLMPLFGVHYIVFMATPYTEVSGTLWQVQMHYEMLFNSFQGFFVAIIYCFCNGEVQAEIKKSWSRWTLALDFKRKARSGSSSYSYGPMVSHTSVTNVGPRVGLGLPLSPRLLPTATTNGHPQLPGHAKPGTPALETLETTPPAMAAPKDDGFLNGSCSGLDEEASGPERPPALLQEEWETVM
#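 HEK-293-derived GP2 cells expressing PTHR1 and a GloSensor cAMP reporter, 3,000/well, plated overnight, given luciferin plus IBMX (each 0.5 mM as added) for 1 h at 37 °C, then compound for 1 h at 37 °C. Luminescence was read after 15 min at room temperature.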
# CCT modulator: High-Throughput Screening for Modulators of Cytosolic Chaperonin Activity; purified chaperonin ATPase assay, HTRF ADP detection, 30 min; activity change, % (no concentration beside the values), hits read low; actives 0.3% (n = 360,000); AID 651819, 2012; in the data active means activity change below about -30%; further: on the % scale 0 is the no-effect control and ±100 the full control effect
#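 TRiC (40 or 20 nM final, by batch activity) in 30 mM Tris pH 7.4, 100 mM KCl, 5 mM MgCl2, 1 mM DTT was treated with compound at 76 uM single dose, then 10 uM ATP, 30 min at 37 °C. ADP was read by HTRF Transcreener.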
# DRD3 antagonist: qHTS of D3 Dopamine Receptor Antagonist: qHTS. D3R cells, DiscoveRx beta-arrestin luminescence, antagonist mode; hits give low values. max response, negative = inhibition, %. actives 2.5% (n = 360,000); in the data active means max response below about -50%; inconclusive means no clear call, values can overlap the other calls; further: on the % scale 0 is the no-effect control and ±100 the full control effect; mostly tested at two doses, the higher about 12 µM
#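 Cells expressing the human receptor were seeded at 1500 cells/well, incubated overnight at 37 degrees C in 5% CO2, then exposed to library compounds with dopamine controls for 90 minutes at 37 degrees C before luminescent detection.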
# MmCpn inh: Inhibitors of TCP-1 ring complex (TRiC) of Methanococcus maripaludis (MmCpn): qHTS | Chaperonin Mm-Cpn (Methanococcus maripaludis) | purified Mm-Cpn ATPase, ADP Transcreener TR-FRET | Potency, µM (series often up to 76.9 µM), inactives show at the top dose activity, negative = inhibition, hits mostly inhibitors | actives 0.031% (n = 330,000) | AID 504842, 2011; further: potency means the concentration at half of the fitted maximal effect; on the % scale 0 is the no-effect control and ±100 the full control effect; nearly all actives have a fitted effect of over 80% in size
#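 Purified archaeal chaperonin (25 nM final) was preincubated with compound for 10 min at 37°C, then ATP (10 uM final) was added for 30 min at 37°C in Tris pH 7.4/KCl/MgCl2/DTT buffer. ADP was quantified by HTRF Transcreener TR-FRET.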
# EPAC2 agonist: qHTS for Agonist of cAMP-regulated guanine nucleotide exchange factor 4 (EPAC2): primary screen; Rap guanine nucleotide exchange factor 4 (Homo sapiens), Q8WZA2; EPAC2 activation, biochemical qHTS; response scale: 100% = 6.5 mM cAMP response; Potency, µM (doses to about 154 µM), without a hit: top-dose activation, actives largely listed as activators; actives 0.079% (n = 360,000); AID 720711, 2013; further: potency means the concentration at half of the fitted maximal effect; nearly all actives have a fitted effect of over 50% in size
#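 Each well held 100 nM EPAC2, 250 nM RAP1B-BODIPY-GDP and 50 uM GDP. Fluorescence, read at 5-min intervals to 30 min, was referenced to a 6.5 mM cAMP positive control.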
# The depositor's hits bear a star; i = inactive; ? = inconclusive; . = no result given; [ ] = remark or other dose. Unless noted, the call rests on the fitted dose curve; in most records, active means well fitted curve in the direction sought with a large enough effect; inconclusive means small, poorly fitted or top-dose-only effect, or another doubt; inactive means no such curve, though single readings can be large; an effect the other way counts as inactive or inconclusive. Not all compounds are listed; rates above refer to the full screens.
item	mol	EPAC2 antag	Akt phos inh	DRD3 agonist	PTHR1 ag	CCT modulator	DRD3 antagonist	MmCpn inh	EPAC2 agonist
1	Cn1c(SCC(N)=O)nnc1C1CCN(S(=O)(=O)c2ccccc2C(F)(F)F)CC1	7%	i	-2	-13%[57.5 µM]	-3.6	7	0%	5%
2	CCCNC(=O)c1cc(C2CCCCN2S(=O)(=O)c2ccc(F)cc2F)on1 (centres undefined)	-22%	i	2	-28%	1.9	26	.	8%
3	S=C1NCN(Cc2cccnc2)CN1Cc1ccccc1	9%	i	-2	-11%	-1.0	-12	0%	2%
4	Oc1[nH]c2ccccc2c1N=NC(=S)N1CCOCC1	-3%	i	-12	?	-5.3	-14	-1%	5%
5	CCOC(=O)C1CCN(C(=O)c2cccc(S(=O)(=O)Nc3ccc(C)cc3C)c2)CC1	2%	i	-2	-13%	-1.6	-6	3%	11%
6	CCCCc1ccc(S(=O)(=O)NCCCN2CCCC2=O)cc1	9%	i	11	-40%[inhibitor]	-1.2	5	0%	12%
7	NC(=O)c1cc(-c2csc(-c3cccnc3)n2)ccc1O	-8%	i	-5	i	1.3	-4	-2%	1%
8	Cc1nn(C(C)C(=O)NCC2CCCO2)c(=O)c2c1sc1ccccc12 (centres undefined)	2%	i	-9	-3%	-2.2	-1	-2%	5%

# Single values from the results shown:
# no. 6 in CCT modulator is listed with -1.2
# no. 8 in CCT modulator is listed with -2.2
# no. 1 in EPAC2 antag is listed with 7%
# no. 3 in DRD3 antagonist is listed with -12
# no. 2 in CCT modulator is listed with 1.9

# One compound at a time, as listed above. Order of screens: EPAC2 antag | Akt phos inh | DRD3 agonist | PTHR1 ag | CCT modulator | DRD3 antagonist | MmCpn inh | EPAC2 agonist
# `S=C1NCN(Cc2cccnc2)CN1Cc1ccccc1` is entered as 9% | i | -2 | -11% | -1.0 | -12 | 0% | 2%
# `Oc1[nH]c2ccccc2c1N=NC(=S)N1CCOCC1` is entered as -3% | i | -12 | ? | -5.3 | -14 | -1% | 5%
# `CCCCc1ccc(S(=O)(=O)NCCCN2CCCC2=O)cc1` is entered as 9% | i | 11 | -40%[inhibitor] | -1.2 | 5 | 0% | 12%
# `NC(=O)c1cc(-c2csc(-c3cccnc3)n2)ccc1O` is entered as -8% | i | -5 | i | 1.3 | -4 | -2% | 1%

# Continuation.
item	mol	EPAC2 antag	Akt phos inh	DRD3 agonist	PTHR1 ag	CCT modulator	DRD3 antagonist	MmCpn inh	EPAC2 agonist
9	CC1CCCCC1NC(=O)c1cccc(NC2=NC3CS(=O)(=O)CC3S2)c1 (centres undefined)	5%	i	-9	-24%	-0.3	-18	1%	-1%
10	COc1ccccc1-c1coc2cc(OC(=O)N3CCOCC3)ccc2c1=O	2%	i	0	-17%	1.9	9	1%	15%
11	O=C(NCc1ccccc1Cl)c1cnccc1C(F)(F)F	0%	i	11	i	1.8	15	1%	4%
12	CN(CC(=O)Nc1ccccc1Br)C(=O)CNC(=O)C1CCCCC1	14%	i	3	i	0.7	3	0%	6%
13	Nc1ccccc1C(=O)/C=C/c1ccc2c(c1)OCO2	7%	i	0	-45%[inhibitor]	0.1	0	-5%	16%
14	Cc1nc(NC(=O)COC(=O)CCc2nc3ccccc3s2)c(Cl)cc1Cl	-1%	i	-3	-17%	-4.9	0	-9%	6%
15	O=C(O)COc1ccc(S(=O)(=O)c2ccc(OCC(=O)O)cc2)cc1	13%	.	4	i	0.8	13	2%	5%
16	COc1ccccc1NC(=O)C(C)Sc1nnc2ccccn12 (centres undefined)	17%	i	-3	-25%	-1.5	-19	0%	16%
17	Cc1ccc(SCC2(O)CCN(C(=O)c3ccc(Cl)cc3)CC2)cc1	-3%	i	4	-15%[57.5 µM]	-3.8	21	0%	13%
18	Cc1c(NC(=O)COc2ccc3ccc(=O)oc3c2)c(=O)n(-c2ccccc2)n1C	7%	i	-3	-2%	-4.8	-4	-2%	4%
19	O=C(c1ccccc1)c1ccc2nc(Nc3ccccc3)c3nncn3c2c1	-6%	i	3	i	-1.0	-16	-2%	-6%
20	C[C@]12c3[nH]c4cc(-c5ccco5)ccc4c3CCN1C(=O)[C@@H](CC(=O)NCC13CC4CC(CC(C4)C1)C3)C[C@@H]2C(=O)N1CCCCC1	-8%	i	-62	i	-4.5	-18	-10%	8%
21	O=C(Nc1sc2c(c1C(=O)O)CCCC2)c1ccccc1Cl	-8%	i	0	-16%	-12	11	-3%	-3%
22	CC(C)CNc1nc(N)c([N+](=O)[O-])c(NCC2CCCO2)n1 (centres undefined)	6%	i	0	-17%	-0.5	-8	1%	3%
23	CCOC(=O)CNc1nc(Cl)nc(NC(C)(C)C)n1	-1%	i	-3	-15%	-2.3	5	-15%	5%
24	CC1(C(=O)Nc2ccc(Cl)cc2)Cc2c(-c3ccc(C(N)=O)cc3)ccnc2O1 (centres undefined)	-16%	i	1	-43%[inhibitor]	-1.1	-2	.	12%
25	O=C1c2[nH]nc(-c3ccccc3O)c2C(c2cccc(Cl)c2)N1CC1CCCO1 (centres undefined)	-15%	i	-7	i	0.3	0	1%	24%
26	Cc1cccc(C)c1NC(=O)C(c1cc2ccccc2o1)N1CCN(C)CC1 (centres undefined)	?	i	-4	-11%	.	-5	.	2%
27	CCCCn1c(N)c(N(CCOC)C(=O)c2cc(S(=O)(=O)N3CCOCC3)ccc2Cl)c(=O)[nH]c1=O	2%	i	1	0%	0.5	8	.	5%
28	O=C(NCCc1ccccc1)C1CCCN1C(=O)Nc1ccc(Cl)cc1 (centres undefined)	1%	i	-11	-23%	-0.4	2	0%	3%
29	COc1ccc(-n2ncc(C(C)NS(=O)(=O)c3cccs3)c2C)cc1 (centres undefined)	-5%	i	-2	i	-4.3	-76*	-3%	9%
30	Cc1nn(-c2ccccc2)c(C)c1C(=O)NCc1ccc(F)cc1	8%	i	1	i	0.3	-7	-4%	-4%
31	O=[N+]([O-])c1ccccc1OC/C(=N\O)c1ccccc1	-24%	i	6	-17%	1.3	-18	3%	7%
32	CCN1CCN(c2cc(C)c3cc(NC(=O)CCC(=O)Nc4ccc(OC)c(OC)c4)ccc3n2)CC1	-8%	i	-6	i	-0.2	0	0%	3%
33	Cc1occc1C(=O)NNC(=O)Cc1ccccc1	2%	i	1	i	-2.1	10	0%	6%
34	Cc1ccc(N(Cc2ccco2)C(=O)c2cccc(S(=O)(=O)N(C)C)c2)cc1	0%	i	-2	-7%[57.5 µM]	-0.9	50	0%	10%
35	Cc1cc(NC(=O)CSc2ncn(-c3ccccc3)n2)no1	9%	-112%*	0	?	-1.3	0	-1%	6%
36	Cc1ccc(NC(=S)NNC(=O)CCn2cc(C)cn2)cc1	6%	i	-8	-21%[57.5 µM]	-0.9	?	2%	5%
37	Cc1ccc(S(=O)(=O)N2CCC3(CC2)CC(=O)c2ccccc2O3)cc1	-11%	i	-13	i	-1.5	-23	1%	12%
38	CC1(C)CNC(=O)c2sc(NC(=O)c3ccccc3)nc2C1	2%	i	9	i	1.1	2	-3%	-4%
39	CCCOc1cccc(C(=O)N/N=C/c2coc3ccccc3c2=O)c1	-17%	i	4	i	-37*	-2	1%	6%
40	CCCCn1c(SCC(=O)N2CCOCC2)nc2c1c(=O)n(C)c(=O)n2C	1%	i	-9	i	-4.9	-21	1%	5%
41	CCOC(=O)c1cc[n+](CC(=O)c2ccc(F)cc2)cc1	8%	i	3	i	1.6	3	0%	4%
42	O=C(CCn1c(=O)c2sccc2n(CC(=O)OCc2ccccc2)c1=O)NCc1ccccc1	-2%	i	4	-49%[inhibitor][57.5 µM]	1.8	36	-19%	-4%
43	COc1ccccc1N1CCc2c(C)nc3c(OC)cccc3c21	12%	i	0	-6%[57.5 µM]	0.9	5	-2%	-8%
44	COc1cc(OC)cc(C(=O)NNc2nc3cc4c(cc3s2)OCO4)c1	0%	i	3	-19%	-1.2	8	-1%	5%
45	Cc1nn(-c2cccc(C(F)(F)F)c2)c(=O)c2ccccc12	2%	i	1	-39%[inhibitor]	-1.3	16	-2%	-1%
46	O=C(Nc1cc(F)c(Br)cc1F)c1ccc(Cl)cc1	-15%	i	-2	-19%	-0.3	1	-4%	2%
47	Cn1c(=O)cc(SCC(=O)NCCCN2CCOCC2)c2ccccc21	-3%	i	-5	i	-0.7	-5	-1%	5%
48	Nc1nc2ccc(Cl)cc2cc1C(=O)NC1CC1	2%	i	-14	?	0.8	-8	.	5%
49	CC(=O)c1csc(CS(=O)(=O)c2ccccn2)n1	1%	i	4	-4%	-4.8	1	-1%	8%
50	O=C(Cc1ccc(F)cc1)N1CCC(N2CCC(C(=O)N3CCOCC3)CC2)CC1	-8%	i	-13	i	0.6	?	-2%	1%
51	COCCn1nnnc1C(c1cc2cc(C)cc(C)c2[nH]c1=O)N1CCN(c2ccccc2F)CC1 (centres undefined)	-6%	i	-22	i	1.2	?	-1%	25%
52	Cc1cc(C)c(NC(=O)CSc2nnc(-c3ccncc3)n2Cc2ccco2)c(C)c1	7%	i	8	i	-9.2	-1	-1%	6%
53	N#C/C(=C/c1ccco1)C(N)=S	21%	i	-6	i	1.0	?	-6%	0%
54	C=CCN1C(=O)c2ccc(C(=O)N3CCN(S(=O)(=O)c4cccc([N+](=O)[O-])c4)CC3)cc2C1=O	-1%	i	12	-15%	0.3	-1	1%	9%
55	O=c1[nH]c2ccc(NS(=O)(=O)c3ccc(F)c(Cl)c3)cc2[nH]1	6%	i	-11	i	-0.5	-9	3%	6%
56	COc1ccc(NC(=O)c2ccc(Cl)c(S(=O)(=O)N3CC(C)OC(C)C3)c2)cn1 (centres undefined)	-10%	i	3	-46%[inhibitor]	-3.3	16	1%	3%
